Screens: PubChem BioAssay, several laboratories
Bcl-2 Bim block: inhibitors of Bim-Bcl-2 interaction, human; P10415; Bead-based flow cytometry, Bim peptide-Bcl-2 binding; inhibition, % at 10 µM; 0.06% of 190,000 active; AID 950; in the data active = inhibition above about 40%; inconclusive = no clear call, values can overlap the other calls;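 note: 0% = no compound wells with probe peptide and 100% = reference peptide inhibitor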
GSH bead fluor: GSH bead compound fluorescence profile; GSH beads flow cytometry, compound fluorescence 488/530 nm; active compounds read high; 0.25% of 190,000 active; fluorescence (KMESF) at 10 µM; in the data active = fluorescence above about 89;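 note: glutathione beads carrying GST-tagged Bcl family fusion proteins plus one bare bead set; values are compound well signal with DMSO vehicle wells as background; inactives centre near 16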
RGS8-Gao: human RGS8-Galphao interaction regulation. P09471. 0.34% of 220,000 active. AID 1423. response (percent of control binding), % at 10 µM. multiplexed bead flow cytometry, RGS8-Galphao binding; actives lie on both sides; in the data active = response below about 60% or above about 140%; inactive = in between;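 note: Galphao activated as the GDP aluminium fluoride complex binding bead-coupled RGS8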
Bim-Bcl-B: disrupts Bim peptide binding to human Bcl-B | 0.073% of 190,000 active | inhibition, % at 10 µM | Q9HD36 | AID 951 | bead-based flow cytometry;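 note: 0% = tracer peptide without compound and 100% = reference inhibitor peptide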
Target sequence (Q9HD36 whole entry, looked up): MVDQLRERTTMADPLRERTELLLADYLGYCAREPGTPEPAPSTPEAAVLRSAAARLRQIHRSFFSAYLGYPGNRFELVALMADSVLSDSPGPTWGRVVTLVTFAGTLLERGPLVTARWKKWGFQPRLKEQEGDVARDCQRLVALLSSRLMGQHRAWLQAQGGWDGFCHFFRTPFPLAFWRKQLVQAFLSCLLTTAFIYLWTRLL
Bim-Bfl-1: human Bim-Bfl-1 interaction inhibition | 0.12% of 190,000 active | Bead-based flow cytometry, Bim-Bfl-1 binding inhibition | inhibition, % at 10 µM | Q16548;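 note: 0% = wells without compound plus tracer and 100% = blocker peptide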
RGS7-Gao: modulates binding of RGS7 to human Galphao | AID 1439 | 0.35% of 220,000 active | Multiplexed bead flow cytometry; actives lie on both sides | binding response (% of control), % at 10 µM | P09471; in the data active = binding response below about 49% or above about 150%; inconclusive = no clear call, values can overlap the other calls; inactive = in between;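 note: fluorescent Galphao held in activated GDP-AlF4 state binding bead-coupled RGS7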
Bcl-XL Bim block: human Bim-Bcl-XL interaction inhibition; Q07817; Bim peptide-Bcl-XL binding, bead flow cytometry, fluorescence; inhibition, % at 10 µM; 0.04% of 190,000 active; AID 1007
Target sequence (Q07817 whole entry, looked up): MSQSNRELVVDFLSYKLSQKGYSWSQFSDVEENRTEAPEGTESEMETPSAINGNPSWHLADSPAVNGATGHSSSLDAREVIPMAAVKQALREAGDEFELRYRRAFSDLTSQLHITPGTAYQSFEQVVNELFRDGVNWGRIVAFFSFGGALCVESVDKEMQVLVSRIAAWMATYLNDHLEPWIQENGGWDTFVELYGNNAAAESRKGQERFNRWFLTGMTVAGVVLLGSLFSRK
Mcl1 Bid PPI: Mcl-1/Bid interaction inhibition; AID 1021; 0.97% of 220,000 active; TR-FRET Mcl-1/Bid-Dy647 peptide binding, 1536-well; Q07820; inhibition, % at 21.7 µM;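 active = compounds that cut the binding signal by more than half at the single screening dose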;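 note: His-tagged Mcl-1 with europium anti-His antibody binding Bid BH3 peptide; 0% = Mcl-1 plus peptide wells and 100% = peptide-only wells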
Target sequence (Q07820 whole entry, looked up): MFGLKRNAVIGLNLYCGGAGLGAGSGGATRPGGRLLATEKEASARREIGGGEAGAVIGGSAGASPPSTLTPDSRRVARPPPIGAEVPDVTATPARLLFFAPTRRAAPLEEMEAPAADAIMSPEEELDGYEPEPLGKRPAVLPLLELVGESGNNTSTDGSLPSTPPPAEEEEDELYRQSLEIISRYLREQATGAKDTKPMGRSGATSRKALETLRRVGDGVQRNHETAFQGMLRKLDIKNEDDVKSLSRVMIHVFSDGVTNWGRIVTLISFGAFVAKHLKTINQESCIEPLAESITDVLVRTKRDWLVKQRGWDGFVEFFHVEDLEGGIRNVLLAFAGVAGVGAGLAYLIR
Bim-Bcl-W: inhibitors of Bim-Bcl-W interaction, human | 0.02% of 190,000 active | Q92843 | bead-based flow cytometry, Bim peptide-Bcl-W binding | inhibition, % at 10 µM | AID 952;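 note: 0% = bound tracer without compound and 100% = peptide blocker; higher means less fluorescent Bim peptide bound to Bcl-W beads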
Target sequence (Q92843 whole entry, looked up): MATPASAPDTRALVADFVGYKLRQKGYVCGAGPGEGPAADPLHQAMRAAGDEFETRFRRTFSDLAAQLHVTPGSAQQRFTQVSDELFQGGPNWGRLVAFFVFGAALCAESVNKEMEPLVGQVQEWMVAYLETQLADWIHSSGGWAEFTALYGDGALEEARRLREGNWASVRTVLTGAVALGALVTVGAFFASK
Bim-Mcl-1: inhibitors of Bim-Mcl-1 interaction, human; Q07820; Bead-based flow cytometry, Bim peptide-Mcl-1 binding; inhibition, % at 10 µM; 0.1% of 190,000 active; AID 1009;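 note: 0% = no compound tracer wells and 100% = peptide blocker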
RGS4-Gao reg: human RGS4-Galphao interaction regulation; P09471; Multiplexed bead flow cytometry, RGS4-Galphao binding; actives lie on both sides; binding response (% of control), % at 10 µM; 0.33% of 220,000 active; AID 1415; in the data active = binding response below about 49% or above about 150%; inactive = in between;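 note: fluorescent Galphao activated with aluminum fluoride binding bead-coupled RGS4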
Active calls of the source: *; ? = inconclusive; / = no result given. Cut-off read from the data, not from the text of the source, unless noted: active = inhibition above about 40%.

The line under a structure holds: Bim-Bcl-W, Bcl-2 Bim block, RGS8-Gao, Bim-Bcl-B, RGS4-Gao reg, GSH bead fluor, Bcl-XL Bim block, Mcl1 Bid PPI, RGS7-Gao, Bim-Mcl-1, Bim-Bfl-1
Cc1c(OCC(F)(F)F)ccnc1CSc1nc2ccccc2[nH]1
    -4.0, -5.0, 101.6, -4.0, 102.0, 12, -4.0, -24.8, 107.0, -3.0, -2.0
CC1(C(=O)N/N=C/c2ccccc2)CC1(Br)Br (stereo not drawn)
    -1.0, -6.0, 103.3, -1.0, 104.1, 12, -2.0, -16.6, 106.2, -2.0, -4.0
O=C(O)c1sc2cccc(Cl)c2c1Cl
    -3.0, -1.0, 92.8, -2.0, 89.5, /, -3.0, /, 94.3, /, -5.0
O=C(c1ccccc1)c1coc2c1C(=O)c1ccccc1C2=O
    1.0, 0.0, 102.0, -2.0, 99.8, 13, 0.0, -22.8, 106.8, 2.0, -5.0
CCCCS(=O)c1c(O)c2ccccc2[nH]c1=O (stereo not drawn)
    2.0, -1.0, 99.6, -1.0, 97.3, 10, -2.0, -2.2, 92.2, -2.0, -1.0
CCCCCn1c(N2CCN(Cc3ccccc3)CC2)nc2c1c(=O)[nH]c(=O)n2C
    0.0, -6.0, 105.3, -3.0, 103.1, 11, -1.0, -9.8, 102.7, 1.0, -9.0
CCc1nc2oc3cc(OC)ccc3c(=O)c2c(=O)n1-c1ccccc1
    -3.0, -14.0, 94.1, -10.0, 94.1, 30, -7.0, 22.6, 96.7, -6.0, -13.0
O=[N+]([O-])c1ccccc1/C=N/n1c(C(F)(F)F)n[nH]c1=S
    -3.0, -1.0, 97.7, -40.0, 97.9, 7, -7.0, -47.0, 98.4, -20.0, 13.0
CC(=O)N/C(=N\OCc1ccc(Br)cc1)c1nonc1NC(C)=O
    -5.0, -10.0, 100.6, -14.0, 101.2, 20, -8.0, 7.8, 97.6, -5.0, -18.0
O=C(COc1ccc2c(-c3ccccc3)cc(=O)oc2c1)NCc1cccs1
    -6.0, -3.0, 100.7, -7.0, 101.2, 10, -6.0, 13.0, 100.2, -7.0, -1.0
O=C(COC(=O)Cc1cccs1)Nc1ccccc1Cl
    1.0, -5.0, 102.8, -1.0, 105.0, 9, -1.0, -9.4, ?, 0.0, -5.0
CC1CCN(S(=O)(=O)c2ccc(N/N=C(/C#N)C(N)=O)cc2)CC1
    0.0, -4.0, 102.8, -1.0, 99.7, 17, -6.0, -50.4, 101.2, -2.0, -2.0
Cc1ccc(C)c(S(=O)(=O)N2CCN(CC(=O)Nc3ccc4c(c3)CCC4)CC2)c1
    -1.0, -4.0, 83.5, -1.0, 99.7, 9, -2.0, -3.4, 98.1, 0.0, 0.0
O=C1C2CSCN2C(=O)CN1CCCN1CCN(C(c2ccccc2)c2ccccc2)CC1 (stereo not drawn)
    -3.0, 1.0, 97.9, -2.0, 93.6, 6, -4.0, -18.4, 93.0, -4.0, 0.0
Cc1ccc(NC(=O)CCl)c(C)c1
    0.0, -1.0, 98.3, 0.0, 99.5, 24, 0.0, -13.9, 100.2, -5.0, -3.0
CCOc1cc(/C=C2\C(=O)N(Cc3ccc(C)cc3)C(C)=C2C(=O)OC)ccc1O
    1.0, 0.0, 99.5, -1.0, 100.0, 14, -1.0, 1.0, 98.5, -1.0, 8.0
Oc1ccc2[nH]ccc2c1
    5.0, 0.0, 99.8, -1.0, 99.9, 56, -6.0, -12.7, 97.8, 3.0, -4.0
O=C(Cc1ccccc1)Nc1cccnc1
    0.0, 2.0, 99.9, 1.0, 99.6, 11, 1.0, -39.7, 97.3, 1.0, -2.0
C=CCNC(=O)c1onc(CSc2ccccc2)c1C(=O)O
    0.0, -13.0, 99.7, -11.0, 101.0, 35, -5.0, 4.2, 99.9, -1.0, -16.0
COc1ccc2nc(NC(=O)c3ccc(-c4cccc([N+](=O)[O-])c4)o3)sc2c1
    10.0, 17.0, 86.7, 7.0, 96.1, 6, 20.0, 78.6*, 95.2, 10.0, 16.0
CC(Oc1cccc(Cl)c1)C(=O)Nc1ccc([N+](=O)[O-])cn1 (stereo not drawn)
    -2.0, -7.0, 96.5, -7.0, 97.0, 9, -2.0, 10.4, 99.6, -5.0, -3.0
Cc1ccc(C)c(NC(=O)CN2C(=O)CNC2=O)c1
    0.0, 0.0, 103.4, -5.0, 103.8, 6, -12.0, -30.8, 102.3, 1.0, -14.0
Cc1ccc(S(=O)(=O)NC2CCCCC2)c(C)c1NS(C)(=O)=O
    0.0, -1.0, 99.8, 0.0, 101.4, 16, 1.0, -22.6, ?, -1.0, -4.0
C=CCc1cccc2cc(C(=O)N(CC)CC)c(=O)oc12
    1.0, -3.0, 104.1, -1.0, 102.5, 14, -4.0, -14.3, 98.4, -1.0, -1.0
CC(C)CN(C(=O)COC(=O)c1ccccc1SCC(=O)NC1CCCCCC1)C1CCS(=O)(=O)C1 (stereo not drawn)
    -6.0, -12.0, 98.5, -12.0, 97.9, 20, -10.0, 0.6, 96.7, -1.0, -14.0
O=C(NCc1ccccc1)Nc1cccc2ccccc12
    0.0, 0.0, 100.0, -3.0, 98.2, 13, 0.0, -0.6, ?, -1.0, -3.0
CC(C)Oc1ccc(C(=O)NC2=NCCS2)cc1
    -8.0, -2.0, 99.0, -42.0, 87.7, 15, -14.0, -31.6, 106.2, -9.0, 12.0
CC1CCN(C(=O)c2cccc(S(=O)(=O)N3CCCCC3)c2)CC1
    0.0, -6.0, 105.3, -3.0, 104.0, 14, -2.0, -7.2, 102.3, 1.0, -6.0
COC(=O)c1ccc(N(C(=O)CNC(=O)c2ccco2)C(C(=O)NC2CCCC2)c2ccco2)cc1 (stereo not drawn)
    0.0, -5.0, 102.0, 3.0, 101.7, 17, -2.0, -6.8, 101.8, 1.0, 4.0
CC(=O)c1ccc(NC(=O)C2CC(c3ccc(F)cc3)=NO2)cc1 (stereo not drawn)
    -4.0, -2.0, 104.5, -3.0, 102.1, 17, -1.0, -4.6, 103.6, -2.0, -4.0
O=[N+]([O-])c1ccc(/C=N/Nc2nc(N3CCOCC3)nc(N3CCOCC3)n2)cc1
    -2.0, -4.0, 101.1, -4.0, 101.7, 24, -5.0, -10.0, 99.5, -3.0, -7.0
Cc1nn(-c2cc(N3CCCCCC3)ccc2[N+](=O)[O-])c(=O)c2ccccc12
    1.0, 2.0, 99.5, 1.0, 94.7, 14, 0.0, 27.1, 96.4, 0.0, 0.0
COc1cccc(CN(C)CC(=O)NC(=O)NCc2ccccc2)c1
    -4.0, -4.0, 99.5, -6.0, 101.2, 9, -6.0, -9.7, 94.6, -1.0, -11.0
CCn1cc(C(=O)O)c(=O)c2cc(F)c(N3CCNCC3)cc21
    -3.0, 0.0, 99.3, -1.0, 96.4, 22, -2.0, 14.6, 94.4, -1.0, 0.0
CC(C)N1CCC(N2CCN(CCCc3ccccc3)CC2CCO)CC1 (stereo not drawn)
    1.0, -3.0, 102.3, -5.0, 102.1, 11, -4.0, -42.6, 97.7, 0.0, -8.0
Cc1ccc(NC(=O)CCC(=O)NNC(=O)c2ccco2)c(C)c1
    0.0, -9.0, 103.5, -6.0, 99.9, 32, -10.0, -14.0, 100.8, 0.0, -11.0
CC(=O)NS(=O)(=O)c1ccc(NC(=S)NC(=O)CC(C)C)cc1
    -2.0, 0.0, 99.9, -3.0, 100.2, 10, -1.0, -5.0, 99.2, -1.0, -3.0
Cc1ccc(O)c(NC(=O)c2cccc(NC(=O)c3ccco3)c2)c1
    0.0, -12.0, 101.3, -12.0, 104.0, 36, -10.0, -0.1, 99.8, 0.0, -16.0
CN(C)S(=O)(=O)c1cc([N+](=O)[O-])ccc1N1CCCCCC1
    5.0, 3.0, 100.2, 4.0, 116.4, 31, 4.0, /, 112.0, 5.0, 2.0
O=C(NC(=S)Nc1ncccn1)c1ccccc1Cl
    -1.0, -7.0, 102.2, -8.0, 103.1, 15, -8.0, -17.6, 104.8, -3.0, -11.0
COC(=O)c1cn(CCOc2ccccc2F)c2ccccc12
    -2.0, 0.0, 101.7, -3.0, 98.8, 15, -2.0, 11.7, 98.9, -2.0, 0.0
O=C(CN1CCCC1)NC1C2CC3CC(C2)CC1C3 (stereo not drawn)
    0.0, 0.0, 99.2, 0.0, 100.6, 11, 0.0, 0.9, 97.7, -1.0, 0.0
COc1ccccc1NC(=S)NC(=O)C(C)C
    -4.0, -3.0, 94.0, -5.0, 90.0, 26, -4.0, -60.3, 90.7, -3.0, -1.0
CCCc1[nH]nc2c1C(c1cccnc1)C(C#N)=C(N)O2 (stereo not drawn)
    -3.0, -10.0, 100.0, -6.0, 102.9, 34, 3.0, -14.9, 101.7, -2.0, -14.0
Cc1ccc(S(=O)(=O)NCCC(c2ccccc2)c2ccco2)cc1 (stereo not drawn)
    -1.0, -3.0, 101.1, -4.0, 102.0, 8, -4.0, -7.7, 100.3, 1.0, 0.0
CCOC(=O)N1CCC(N2CCCC(CO)(Cc3cccc(Cl)c3)C2)CC1 (stereo not drawn)
    -8.0, -3.0, 105.1, -6.0, 112.0, 14, -10.0, -16.2, 116.2, -2.0, -5.0

Arranged by formula weight (smallest number first): some entries from above
The line under a structure holds: Bim-Bcl-W, Bcl-2 Bim block, RGS8-Gao, Bim-Bcl-B, RGS4-Gao reg, GSH bead fluor, Bcl-XL Bim block, Mcl1 Bid PPI, RGS7-Gao, Bim-Mcl-1, Bim-Bfl-1
COc1ccccc1NC(=S)NC(=O)C(C)C
    -4.0, -3.0, 94.0, -5.0, 90.0, 26, -4.0, -60.3, 90.7, -3.0, -1.0
CN(C)S(=O)(=O)c1cc([N+](=O)[O-])ccc1N1CCCCCC1
    5.0, 3.0, 100.2, 4.0, 116.4, 31, 4.0, /, 112.0, 5.0, 2.0
Cc1ccc(NC(=O)CCC(=O)NNC(=O)c2ccco2)c(C)c1
    0.0, -9.0, 103.5, -6.0, 99.9, 32, -10.0, -14.0, 100.8, 0.0, -11.0

Entries above printed as active in Mcl1 Bid PPI:
The line under a structure holds: Bim-Bcl-W, Bcl-2 Bim block, RGS8-Gao, Bim-Bcl-B, RGS4-Gao reg, GSH bead fluor, Bcl-XL Bim block, Mcl1 Bid PPI, RGS7-Gao, Bim-Mcl-1, Bim-Bfl-1
COc1ccc2nc(NC(=O)c3ccc(-c4cccc([N+](=O)[O-])c4)o3)sc2c1
    10.0, 17.0, 86.7, 7.0, 96.1, 6, 20.0, 78.6*, 95.2, 10.0, 16.0
